From PubChem BioAssay
TRb-SRC2 inh: TRbeta-SRC2 interaction inhibition. TRbeta-SRC2 peptide binding, fluorescence polarization; receptor liganded with 1 µM T3. AID 1469. Potency, µM (highest dose often 106 µM), inactives show at the top dose activity change, negative = inhibition, hits mostly inhibitors. 0.065% of 280,000 active;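 further: plate controls were bound peptide for no effect and peptide without receptor for full effect; nearly all actives have a fitted effect of over 50% in size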
Target sequence (P10828 whole entry, looked up): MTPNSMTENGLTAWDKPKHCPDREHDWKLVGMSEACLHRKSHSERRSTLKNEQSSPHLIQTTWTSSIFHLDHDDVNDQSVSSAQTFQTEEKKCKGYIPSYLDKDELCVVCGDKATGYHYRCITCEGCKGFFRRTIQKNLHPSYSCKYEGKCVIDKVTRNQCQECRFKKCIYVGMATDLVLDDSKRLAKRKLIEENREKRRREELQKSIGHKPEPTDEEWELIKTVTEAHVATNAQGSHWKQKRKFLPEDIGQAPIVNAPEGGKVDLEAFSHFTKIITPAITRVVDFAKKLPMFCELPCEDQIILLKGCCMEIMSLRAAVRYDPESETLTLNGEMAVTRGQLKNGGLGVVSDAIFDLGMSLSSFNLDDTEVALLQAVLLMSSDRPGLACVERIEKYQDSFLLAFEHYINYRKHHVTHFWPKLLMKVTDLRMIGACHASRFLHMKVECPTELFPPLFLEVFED
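Assay buffer: 20 mM Tris-HCl, 100 mM NaCl, 10% glycerol, 1 mM EDTA, 0.01% NP-40, 1 mM DTT, 1 uM T3, 5% DMSO; TRb LBD 0.6 uM, Texas Red SRC2 20 nM; FP after 5 hr.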
SMN2 splice enh: enhancers of SMN2 splice variant expression | HEK293 SMN2-luciferase splicing reporter, luminescence, 30-36 h | Potency, µM (highest dose often 46.1 µM), for the others: at the highest dose activity change, positive = activation, hits mostly activators | 2.8% of 210,000 active | AID 1458; further: % of control where 0% means no effect; nearly all actives have a fitted effect of over 55% in size
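qHTS luciferase splicing reporter: luminescence rises when SMN2 exon 7 is included in transfected HEK293 cells. Compound exposure lasted 30-36 h at 37C, with 4.5 mM final sodium butyrate as control, followed by a ONE-Glo read.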
RGS12 GoLoco inh: inhibitors of human Gai1-RGS12 GoLoco interaction (red fluorophore); Potency, µM (top dose mostly 61.6 µM), inactives show at the highest dose activity, negative = inhibition, usual class: inhibitors; AID 880; Gai1:RGS12 GoLoco peptide FP, rhodamine, 10 min; P63096; 0.44% of 230,000 active; active means well fitted inhibition curve with a large enough effect, not every such curve was filed as active; inactive means no such curve, though single readings can be large or run the other way; further: on the % scale 0 is the no-effect control and ±100 the full control effect; nearly all actives have a fitted effect of over 30% in size; many of its hits are not listed in these tables
Target sequence (P63096 whole entry, looked up): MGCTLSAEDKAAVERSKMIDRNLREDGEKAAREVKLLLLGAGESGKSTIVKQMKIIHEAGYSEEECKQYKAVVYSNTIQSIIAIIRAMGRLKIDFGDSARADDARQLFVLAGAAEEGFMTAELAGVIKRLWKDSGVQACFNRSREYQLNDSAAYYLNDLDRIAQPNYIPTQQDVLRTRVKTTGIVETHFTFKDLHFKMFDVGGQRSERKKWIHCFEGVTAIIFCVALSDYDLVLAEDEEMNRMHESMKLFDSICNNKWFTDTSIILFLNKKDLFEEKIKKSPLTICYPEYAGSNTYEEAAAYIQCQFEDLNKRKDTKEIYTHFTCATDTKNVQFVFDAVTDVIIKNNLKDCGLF
ALDH1A1 inh: blocks purified human ALDH1A1 activity. Purified ALDH1A1, NADH fluorescence, propionaldehyde substrate. P00352. Potency, µM (highest dose often 75.3 µM), for inactives: at the highest dose activity, negative = inhibition, most hits filed as inhibitors. 7.3% of 220,000 active; active means well fitted inhibition curve with a large enough effect, not every such curve was filed as active; inconclusive means small, poorly fitted or top-dose-only effect, or another doubt; inactive means no such curve, though single readings can be large or run the other way;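 further: plate controls were no enzyme wells and a reference inhibitor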
Lamin A splicing: modulators of lamin A splicing; 0.01% of 200,000 active; HeLa LMNA splicing GFP/RFP minigene ratio, 48 h; Potency, µM (doses to about 46.1 µM), inactives show at the highest dose ratio change, negative = inhibition, actives largely listed as inhibitors; active means well fitted inhibition curve with a large enough effect in the signal ratio, with a control signal flat, not every such curve was filed as active; inconclusive means small, poorly fitted or top-dose-only effect, or effect the other way, or a change in a side signal; the % refers to the signal ratio; further: on the % scale 0 is the no-effect control and ±100 the full control effect
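Read-out is the ratio of GFP to DsRed2 object intensity, acquired by 488 nm laser-scanning cytometry on HeLa lamin A-EGFP minigene reporter cells. Compound incubation 48 hrs at 37 °C in Opti-MEM with 2% FBS; DMSO 0.5% final.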
RECQ1 inh: inhibitors of human RECQ1 DNA helicase | 0.54% of 240,000 active | AID 2549 | Potency, µM (doses to about 57.3 µM), inactives show at the top dose activity, negative = inhibition, most hits filed as inhibitors | RECQ1 DNA unwinding, red fluorescence kinetic read | P46063;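 further: plate controls were vehicle for no effect and no enzyme for full effect; nearly all actives have a fitted effect of over 30% in size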
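50 nM RECQ1T1 preincubated 15 min with compound in Tris pH 8.0 buffer with MgCl2, DTT, Tween-20 and 2.5 ug/ml poly(dI-dC); started with 200 nM TAMRA/BHQ-2 forked duplex and 2 mM ATP. Unwinding read as fluorescence (525/598 nm), two reads 2 h apart.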
JMJD2E inh: inhibitors of human JMJD2E histone demethylase | JMJD2E catalytic domain, FDH-coupled NADH fluorescence (FDH is formaldehyde dehydrogenase) | Potency, µM (series often up to 57.1 µM), for the others: at the top dose activity change, negative = inhibition, actives largely listed as inhibitors | 1.6% of 230,000 active | AID 2147; active means well fitted inhibition curve with a large enough effect, not every such curve was filed as active; inconclusive means small, poorly fitted or top-dose-only effect, or another doubt; inactive means no such curve, though single readings can be large or run the other way;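 further: 0% = wells with enzyme and -100% = buffer wells without enzyme; nearly all actives have a fitted effect of over 50% in size; many of its hits are not listed in these tables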
TR SRC2 fluor cs: alters Texas Red total fluorescence, flagging assay interference; TRb/SRC2 Texas Red total fluorescence interference; Potency, µM (top dose mostly 106 µM), without a hit: at the highest dose fluorescence change, negative = quenching; 0.29% of 280,000 active; AID 1479; active means well fitted curve in either direction with a large enough effect; inconclusive means small, poorly fitted or top-dose-only effect; further: on the % scale 0 is the no-effect control and ±100 the full control effect
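Flags fluorescent or light-absorbing compounds by total fluorescence, S + 2P, at 555 nm excitation and 632 nm emission. Mixture: 20 nM Texas Red SRC2 peptide, 0.6 uM human TRb LBD, 1 uM T3, 5% DMSO; compound exposure 5 h at ambient temperature.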
The depositor's hits bear a star; i = inactive; ? = inconclusive; . = no result given; [ ] = remark or other dose. Unless noted, the call rests on the fitted dose curve; in most records, active means well fitted curve in the direction sought with a large enough effect; inconclusive means small, poorly fitted or top-dose-only effect, or another doubt; inactive means no such curve, though single readings can be large; an effect the other way counts as inactive or inconclusive. Potency means the concentration at half of the fitted maximal effect.

Results follow in this order: RGS12 GoLoco inh	SMN2 splice enh	RECQ1 inh	Lamin A splicing	TR SRC2 fluor cs	JMJD2E inh	ALDH1A1 inh	TRb-SRC2 inh
CCC1(CC)C(=O)NC(=O)NC1=Nc1ccccc1
  -9%	-3%	i	?	-1%	-5%	-5%	-5%
CCCCc1c(C)nn(-c2nnc3c4ccccc4n(C)c3n2)c1C
  30%	-5%	15%	?	0%	0%	?	7%
Clc1ccc(CN2C3=NCCCN3c3ccccc32)cc1Cl
  17%	-20%	i	-7%[46 µM]	0%	-5%	-4%	-8%
CCN(CC)S(=O)(=O)c1ccc(OC)c(NC(=O)/C=C/c2ccco2)c1
  3%	.	25µM*	.	-6%	-19%	.	3%
CCN(CC)S(=O)(=O)c1ccc(S(=O)(=O)N(CC(=O)Nc2ccccc2)Cc2ccco2)cc1
  13%	-7%	-4%	1%	1%	4%	8.9µM*	2%
CCC(CC)NC(=O)CCCSc1nc2ccccc2[nH]1
  -8%	3%	i	.	-2%	-2%	4%	1%
Cc1nn(C)c(Oc2cccc(C(F)(F)F)c2)c1C#N
  9%	18%	-18%	12%[9.22 µM]	-3%	0%	8%	0%
CC(NC(=O)COC(=O)c1ccc2c(c1)S(=O)(=O)N=C1CCCCCN12)C12CC3CC(CC(C3)C1)C2 (stereo not given)
  -8%	-18%	-6%	-8%	8%	7%	3%	-2%
CC1(C)CC(=O)C(C(C2=C(O)CC(C)(C)CC2=O)c2ccco2)C(=O)C1 (stereo not given)
  4%	3%	-23%	10%	1%	-18%	?	-1%
O=c1[nH][nH]c(-c2ccccc2O)c1C(C[N+](=O)[O-])c1ccccc1 (stereo not given)
  10%	-20%	i	-9%	-1%	-20%	?	2%
Cc1ccc(-c2nnc(SCC(=O)N/N=C/c3ccc(C)s3)n2-c2ccc(C)cc2)cc1
  5%	-25%	5%	-11%	0%	-2%	-6%	-3%
O=C(CSc1nncn1-c1ccccc1)c1c[nH]c2ccccc12
  9%	27%	i	-10%[46 µM]	2%	-2%	7%	-2%
CNS(=O)(=O)c1cccc(C(=O)OCC(=O)/C=C2/N(C)c3ccccc3C2(C)C)c1
  175%[activator]	-19%	3%	?	-1%	3%	1%	7%
CCCN1C(=O)C2(SC(NC(C)=O)=NN2C(C)=O)c2cc(C)ccc21 (stereo not given)
  5%	0%	i	?	-2%	-7%	-2%	2%
CCOCCCNC(=O)c1c(N)n(-c2ccc3c(c2)OCO3)c2nc3ccccc3nc12
  1%	.	-3%	.	-2%	?	.	3%
Cc1cc(C)c(NC(=O)c2ccc[n+](Cc3ccc([N+](=O)[O-])cc3)c2)c(C)c1
  12%	-4%	-2%	-8%	-4%	7%	6%	0%
Cc1cc(C)nc(Nc2n[nH]c(-c3ccc(N)cc3)n2)n1
  -3%	?	i	-3%	-3%	9%	-7%	3%
Cc1cc(C(C)(C)C)cc(S(=O)(=O)NCC(=O)O)c1C
  -14%	.	3%	-6%	-2%	6%	8.9µM*	4%
O=C(O)c1cc(-c2ccco2)nn1-c1ccc(Cl)cc1
  4%	-2%	22µM*	-7%[46 µM]	0%	-29%	-8%	11%
CCn1c2ccccc2c2nnc(SCc3ccccc3)nc21
  9%	-18%	0%	?	-1%	5%	-8%	-11%

The list continues.
Results follow in this order: RGS12 GoLoco inh	SMN2 splice enh	RECQ1 inh	Lamin A splicing	TR SRC2 fluor cs	JMJD2E inh	ALDH1A1 inh	TRb-SRC2 inh
CCCCn1nc2cc(C(=O)NCc3cc(C(F)(F)F)cc(C(F)(F)F)c3)ccc2c1OC
  -4%	-13%	-4%	1%	-1%	-6%	?	-11%
COC(=O)CSc1nc2c(c(=O)[nH]c(=O)n2C)n1CCC(C)C
  -11%	5%	i	-1%	2%	8%	?	4%
COc1cc(CC(C#N)(CO)c2nc3ccccc3[nH]2)ccc1OC(F)F (stereo not given)
  -2%	0%	-3%	2%	0%[53 µM]	3%	-1%	-3%[53 µM]
COc1ccc(OC)c(S(=O)(=O)NCCOC23CC4CC(CC(C4)C2)C3)c1
  3%	-52%[inhibitor]	1%	?	-7%	4%	7%	5%
CN(Cc1ccc(-n2cccn2)cc1)Cc1nc(-c2cnccn2)no1
  6%	.	-8%	.	-1%	4%	10%	0%
CN1CCN(S(=O)(=O)c2ccc(C(=O)Nc3ccccc3)cc2)CC1
  11%	6%	-12%	4%	-1%	-6%	16%	-18%
CCOCCCNC(=O)c1ccc(OC)cc1
  5%	28µM*	i	0%	2%	3%	13%	-6%
O=C(O)c1ccc(CSc2nnc(-c3ccncc3)n2CC2CCCO2)cc1 (stereo not given)
  -8%	10%	-3%	-4%	-5%	1%	-2%	-1%
Cc1c(NC(=O)C2CC(c3ccc(F)cc3)=NO2)c(=O)n(-c2ccccc2)n1C (stereo not given)
  -12%	-5%	-1%	-6%	0%	-4%	-14%	4%
Cc1noc(C)c1C(=O)OCC(=O)C12CC3CC(CC(C3)C1)C2
  4%	5%	-3%	.	-3%	19%	?	0%
c1ccc(CCN2CN=C(Nc3nc4ccccc4s3)NC2)cc1
  0%	.	i	.	0%	-3%	.	-3%
CC(=O)c1ccc(N2CCN(C(=O)c3n[nH]c4ccccc34)CC2)cc1
  2%	-5%	-12%	-4%[46 µM]	-3%	-31%	?	-6%
O=C(c1cc2nc(-c3cccs3)cc(C(F)(F)Cl)n2n1)N1CCCc2ccccc21
  8%	1%	-1%	-1%	-3%	?	-13%	-4%
O=C1N/C(=C/c2ccc(Br)cc2)C(O)=C1C=NCc1ccccc1
  8%	17%	-4%	?	0%	3%	5%	4%
Cc1ccc(Oc2nc3ccccc3n3c(C)nnc23)cc1
  17%	-15%	-11%	12%	-4%	2%	?	-6%
COc1cc(C(=O)NCc2nnc(SCC(=O)N3CCC(C)CC3)o2)cc(OC)c1OC
  2%	6%	-14%	2%	-2%	-6%	4%	-16%
C[C@@H](Cc1ccccc1)Nc1ncnc2c1ncn2[C@@H]1O[C@H](CO)[C@@H](O)[C@H]1O
  6%	2%	i	.	0%	.	-8%	-9%
CC(=O)c1ccc(C(=O)N2CCCC(C(=O)c3cc(F)ccc3F)C2)s1 (stereo not given)
  9%	.	i	-2%[46 µM]	-9%	6%	?	0%
COc1ccc(NC(=S)N2CCCC2)c(OC)c1
  11%	3%	i	11%[46 µM]	-3%	-1%	9%	0%
CCC(C)(C)NC(=O)C(c1ccc(F)cc1)N(Cc1ccco1)C(=O)c1cnccn1 (stereo not given)
  -1%	16%	-1%	10%	1%	4%	13%	-3%

Continued:
Results follow in this order: RGS12 GoLoco inh	SMN2 splice enh	RECQ1 inh	Lamin A splicing	TR SRC2 fluor cs	JMJD2E inh	ALDH1A1 inh	TRb-SRC2 inh
Cc1ccc(C)c(OCC(=O)NCC(C)C)c1C
  -1%	-4%	0%	14%	2%	-4%	4%	2%
COc1cc(CNCc2cccnc2)ccc1OCC(=O)NC1CCCCC1
  -4%	-19%	-7%	-8%[46 µM]	0%	-28%	-6%	-1%
CC1CCC2C(=O)N(c3ccc(C(=O)NCc4ccccc4)cc3)C(=O)C2C1 (stereo not given)
  7%	-3%	-3%	8%	0%	5%	?	-5%
O=C(O)CCCC(=O)Nc1ccc(N=Nc2ccccc2)cc1
  -2%	5%	i	.	-8%	0%	2%	-3%
CCCSc1nc2c(cnn2-c2ccccc2)c(=O)n1N
  7%	.	-4%	.	0%	2%	.	-8%
CC(C)NC(=O)CSc1nnc(-c2ccc3ncccc3c2)n1C
  10%	.	i	.	-1%	0%	.	3%
O=C(N/N=C\c1ccc(Cl)s1)C1COc2ccccc2O1 (stereo not given)
  -3%	.	-7%	.	0%	-2%	.	0%
CC(=O)c1ccccc1NC(=O)Cn1c(=O)cnc2ccccc21
  -8%	-4%	i	?	1%	?	1.8µM*	8%
O=C(c1ccc(CNS(=O)(=O)c2ccc(Br)cc2)cc1)N1CCCC1
  9%	.	i	.	-5%	-1%	?	-1%
Cc1cc(O)c(C=O)c2c1C(=O)Oc1c(C)c(O)c3c(c1O2)C(O)OC3=O (stereo not given)
  11%	-10%	-4%	.	-6%	?	?	5%
COc1ccc(-c2nc(-n3c(C)c(C(C)=O)c(C(C)=O)c3C)sc2C)cc1OC
  3%	-5%	-10%	-13%	-1%	-2%	13%	-10%
O=C(CSC1=NCCS1)Nc1ccccc1F
  -5%	-1%	4%	-1%	1%	-9%	8.9µM*	-12%
CCOC(=O)N1CCN(C/C(C)=C/c2ccccc2)CC1
  1%	3%	11%	13%	-1%	?	-6%	-5%
O=c1cnc2cncnc2n1Cc1ccc(F)cc1
  10%	.	-5%	?	.	.	10µM*	.
O=C(COC(=O)C1CCCN1C(=O)c1cccs1)Nc1ccc2c(c1)OCO2 (stereo not given)
  7%	-21%	i	-3%	-5%	-8%	-2%	-7%
COc1ccccc1N(CC(=O)Nc1ccc(C(F)(F)F)cc1)S(C)(=O)=O
  3%	-1%	i	19%[46 µM]	-2%	8%	11%	1%
CCOc1ccc(-c2nnc3ccc(SCC(=O)NCc4ccco4)nn23)cc1
  9%	17%	-8%	4%	-3%	?	-11%	-5%
CCN(CC)S(=O)(=O)c1cc(C(=O)OCC(=O)Nc2cccc(Br)c2)ccc1F
  -5%	-15%	-10%	10%	-1%	0%	9%	2%
O=C(CC1NCCNC1=O)Nc1ccc(Cl)c(Cl)c1 (stereo not given)
  2%	34%	-4%	1%	-2%	5%	-8%	-7%
CCC(C)(NC(=O)c1ccc2c(c1)OCO2)C(=O)NC1CCCCC1 (stereo not given)
  1%	-12%	-1%	.	-4%	-5%	-4%	1%
O=C(NCCCCCCNC(=O)C1CCCC1)C1CCCC1
  -2%	-15%	-1%	-5%	0%	9%	12%	6%
S=c1[nH]nc(CSCc2ccc(Cl)cc2Cl)n1-c1ccccc1
  3%	-4%	i	?	0%	6%	3.5µM*	-2%

An excerpt. The share of hits here may be higher or lower than overall.
